TLR9-MyD88 inh – blocks human TLR9 binding to MyD88 | CHO BLA complementation TLR9-MyD88, CCF4 FRET ratio | Q9NR96+Q99836 | inhibition, % at 4.98 µM | 340,000 tested, 0.21% active;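 active = inhibition above the mean over all tested compounds plus 3 SD, cut at about 21% in these data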;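 note: 0% = DMSO only wells and 100% = clavulanate BLA inhibitor control wells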
COUP-TFII inh – blocks human COUP-TFII nuclear receptor. P24468. HEK293T NGFI-A luciferase reporter, luminescence. inhibition, % at 8.6 µM. 370,000 tested, 0.7% active. AID 686940;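 active = inhibition above a per-plate cutoff, mean inhibition of test wells between control levels plus 3 SD, cut at about 38% in these data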;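 note: cells cotransfected with COUP-TFII expression vector driving the NGFI-A reporter; 0% = median of COUP-TF2 test wells and 100% = reporter-only cells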
ABHD5-PLIN5 inh – inhibitors of human ABHD5-perilipin-5 interaction; Q00G26+Q8WTS1; AID 602281; Split G. princeps luciferase complementation, luminescence, 4 h; 360,000 tested, 0.78% active; inhibition, % at 4 µM;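 active = inhibition above the mean inhibition across every tested compound plus 3 SD, cut at about 22% in these data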;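 note: 0% = DMSO only wells and the 100% control is not disclosed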
NR5A2 inv ag – suppresses constitutive activity of human LRH-1; inhibition, % at 3.6 µM; O00482; HEK293T StAR-luciferase reporter, LRH-1 transfected, 24 h; 360,000 tested, 0.13% active;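 active = inhibition above the mean inhibition of all tested compounds plus 3 SD, cut at about 73% in these data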;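 note: 0% = DMSO wells and 100% = reporter-only cells lacking LRH-1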
MC4R ag barr – human MC4R agonism via beta-arrestin | P32245 | U2OS MC4R beta-arrestin complementation, luminescence; percent of melanotan II response, DMSO zero | activation, % at 8.9 µM | 360,000 tested, 0.98% active;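 active = activation above a per-plate cutoff, the mean activation of sample wells on that plate plus 3 SD, cut at about 8% in these data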
NCOA1 inh – inhibitors of human steroid receptor coactivator 1 (SRC1). inhibition, % at 3.6 µM. AID 588354. Q15788. 360,000 tested, 0.12% active. HEK293 GAL4-SRC1 luciferase reporter, luminescence;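 active = inhibition above the campaign mean plus 3 SD, with each screening campaign given its own cutoff, cut at about 60% in these data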;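 note: 0% = DMSO treated cells and 100% = gossypol at 36 µM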
SRC3 inh – inhibits human SRC3 coactivator. Q9Y6Q9. HEK293 GAL4-SRC3 luciferase reporter, luminescence. inhibition, % at 3.6 µM. 360,000 tested, 0.17% active. AID 588352;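 active = inhibition above a per-campaign cutoff, the mean of all compounds plus 3 SD, cut at about 60% in these data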;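 note: 0% = DMSO-treated cells and 100% = gossypol-treated cells at 36 µM; higher means less SRC3-driven luciferase light from the GAL4 reporter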
MC4R antagonist – blocks human MC4R cAMP signaling | P32245 | MC4R-expressing cells, MTII-stimulated cAMP, LANCE TR-FRET | inhibition, % at 6.5 µM | 360,000 tested, 0.48% active | AID 540295;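 active = inhibition above its plate's cutoff, the mean of tested wells on that plate plus 3 SD, cut at about 29% in these data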;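 note: 0% = Melanotan II alone and 100% = Melanotan II plus saturating MCL0020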
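Assay system: U2OS-MC4R stable cell line; Also added: Melanotan II; Technique: Eu-cAMP/anti-cAMP TR-FRET, emission 671 nm; Times: 30-min compound, 1-h challenge, 1-h detection, room temperature.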
NOD2-RIPK2 inh – blocks binding of human NOD2 to RIPK2; O43353; CHO BLA complementation NOD2-RIPK2, CCF4 ratio; inhibition, % at 4.98 µM; 360,000 tested, 0.38% active; in the data active = inhibition above about 21%;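 note: 0% = vehicle only and 100% = reference blocker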
LMP1 NFkB inh – Epstein-Barr LMP1 NF-kappaB reporter inhibition; LMP1-induced NF-kappaB luciferase reporter cells, luminescence; inhibition, % at 12.5 µM; 350,000 tested, 0.69% active; AID 504558; in the data active = inhibition above about 41%;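 note: 0% = neutral control wells and 100% = reference inhibitor control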
SRC2 inh – inhibits human steroid receptor coactivator 2 | HEK293 GAL4-SRC2 luciferase reporter, luminescence | inhibition, % at 9 µM | 370,000 tested, 0.17% active | AID 651957;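 active = inhibition above the mean inhibition of all tested compounds plus 3 SD, set per campaign, cut at about 52% in these data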;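 note: 0% = DMSO treated cells and 100% = cells given Gossypol at 36 µM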
Starred values were filed as active, the others as inactive; . = not tested or not shown.

nr	structure	TLR9-MyD88 inh	COUP-TFII inh	ABHD5-PLIN5 inh	NR5A2 inv ag	MC4R ag barr	NCOA1 inh
1	C/C(=N\NC(=O)c1cc(C)oc1C)c1ccc2ccccc2c1	-1	-15	-16	-87	-1.1	-3
2	N#Cc1ccc(-n2nccc2-c2cnc3n(c2=O)CCS3)cc1	2	13	3	2	-1.4	4
3	Cc1ccnn1CCC(=O)N1CCCC(CCC(=O)N2CCN(c3ccccn3)CC2)C1 (stereo not given)	6	5	5	-8	-4.3	-14
4	CCOC(=O)c1cnc(-n2nc(C)cc2C)nc1Nc1ccc(O)cc1	2	21	-1	-23	-1.8	7
5	Cc1cccc(C)c1N1CCN(S(=O)(=O)c2ccccc2)CC1	-13	-13	-1	-13	-0.1	-19
6	Cc1nc(SCC(=O)Nc2cccc(S(=O)(=O)N3CCOCC3)c2)nc(C)c1C	-9	5	3	2	-0.6	12
7	COc1ccc(NC(=O)CSc2nc3n[nH]c(C)c3c(=N)n2-c2ccc(Cl)c(C)c2)cc1OC	6	.	-2	3	25*	-15
8	CC1C(=O)OC2C1CCC1(C)CCC(=O)C(C)C21 (stereo not given)	0	5	-3	6	-1.1	-16
9	N#CC(C(=O)c1ccco1)c1ccccn1 (stereo not given)	9	-12	4	-21	0.7	-28
10	CCNS(=O)(=O)c1ccc(CCC(=O)O)cc1	-13	19	-10	10	1.9	-6
11	Cc1cc(C)cc(NC(=S)NCc2ccc3[nH]c4c(c3c2)CCCC4)c1	-2	-1	-3	3	1.1	-23
12	COc1ccc(-c2c(C)nc(N)nc2-c2ccc(OC)cc2O)cc1	6	12	-3	22	0.3	3

nr	SRC3 inh	MC4R antagonist	NOD2-RIPK2 inh	LMP1 NFkB inh	SRC2 inh
1	-27	3	-7	-14	-28
2	7	-1	-13	-5	2
3	4	-6	1	5	-1
4	27	6	-3	56*	-15
5	6	0	2	0	-24
6	7	3	-11	3	-23
7	0	17	2	7	.
8	-20	6	4	1	-58
9	-29	1	-3	-3	-11
10	-9	16	1	-7	4
11	-91	10	2	-11	6
12	8	-2	1	.	3

(listing goes on)
nr	structure	TLR9-MyD88 inh	COUP-TFII inh	ABHD5-PLIN5 inh	NR5A2 inv ag	MC4R ag barr	NCOA1 inh
13	COc1ccc(OCC(=O)Nc2ccc3c(c2)nc(CCN2CCOCC2)n3C)cc1	3	-9	6	-7	-0.3	7
14	CC(NC(=O)C12CC3CC(CC(C3)C1)C2)c1ccc(F)cc1 (stereo not given)	9	5	1	0	-0.8	3
15	Cc1noc(C)c1COc1cccc(C(=O)N2CCN(C/C=C/c3ccccc3)CC2)c1	4	-3	4	-1	0.0	7
16	O=C(Nc1ccc(F)cc1)c1ccccc1F	-4	-45	0	-70	-0.8	-58
17	Cc1cc(C(=O)NNc2cc(Cl)ccc2Cl)no1	7	2	-10	-6	2.5	-3
18	CCN1C(=O)C(CC(=O)N2CCN(C(c3ccccc3)c3ccccc3)CC2)N(CC)C1=O (stereo not given)	2	12	-1	14	-0.6	4
19	CCCCCNS(=O)(=O)c1cc2c3c(c1)CCC(=O)N3CCC2	-3	8	-1	12	-1.8	-5
20	O=C(O)c1ccc(COc2ccc3ccccc3c2)o1	6	-39	3	-140	-0.9	-107
21	CC1(C)C(c2ccccc2)=[N+]([O-])C2(CCCCC2=O)N1O (stereo not given)	9	8	3	0	-0.1	-2
22	CNc1ccc(C(O)(C(F)(F)F)C(F)(F)F)cc1C(O)(C(F)(F)F)C(F)(F)F	-13	-2	3	10	1.2	8
23	Cc1nc(NC(=O)COC(=O)[C@@H](NC(=O)c2ccco2)C(C)C)c(Cl)cc1Cl	-7	2	-1	-21	-1.3	-34
24	CN(CCC1CCOCC1)C(=O)c1cc(COc2c(F)cccc2F)on1	-10	-11	0	-14	0.5	-28

nr	SRC3 inh	MC4R antagonist	NOD2-RIPK2 inh	LMP1 NFkB inh	SRC2 inh
13	-17	8	-4	16	7
14	5	5	0	3	9
15	19	-6	-2	-6	16
16	-72	-1	-11	-13	-59
17	24	-1	-12	-6	17
18	3	-2	-10	-2	5
19	-11	-1	-14	9	12
20	-99	20	-10	-24	-47
21	13	10	-1	-4	-10
22	13	0	1	1	-39
23	3	3	-13	-1	3
24	-44	10	-3	-5	-2

Taken from above for reference:
nr	structure	TLR9-MyD88 inh	COUP-TFII inh	ABHD5-PLIN5 inh	NR5A2 inv ag	MC4R ag barr	NCOA1 inh
13	COc1ccc(OCC(=O)Nc2ccc3c(c2)nc(CCN2CCOCC2)n3C)cc1	3	-9	6	-7	-0.3	7
14	CC(NC(=O)C12CC3CC(CC(C3)C1)C2)c1ccc(F)cc1 (stereo not given)	9	5	1	0	-0.8	3
15	Cc1noc(C)c1COc1cccc(C(=O)N2CCN(C/C=C/c3ccccc3)CC2)c1	4	-3	4	-1	0.0	7
16	O=C(Nc1ccc(F)cc1)c1ccccc1F	-4	-45	0	-70	-0.8	-58
17	Cc1cc(C(=O)NNc2cc(Cl)ccc2Cl)no1	7	2	-10	-6	2.5	-3
18	CCN1C(=O)C(CC(=O)N2CCN(C(c3ccccc3)c3ccccc3)CC2)N(CC)C1=O (stereo not given)	2	12	-1	14	-0.6	4
19	CCCCCNS(=O)(=O)c1cc2c3c(c1)CCC(=O)N3CCC2	-3	8	-1	12	-1.8	-5
20	O=C(O)c1ccc(COc2ccc3ccccc3c2)o1	6	-39	3	-140	-0.9	-107
21	CC1(C)C(c2ccccc2)=[N+]([O-])C2(CCCCC2=O)N1O (stereo not given)	9	8	3	0	-0.1	-2
22	CNc1ccc(C(O)(C(F)(F)F)C(F)(F)F)cc1C(O)(C(F)(F)F)C(F)(F)F	-13	-2	3	10	1.2	8
23	Cc1nc(NC(=O)COC(=O)[C@@H](NC(=O)c2ccco2)C(C)C)c(Cl)cc1Cl	-7	2	-1	-21	-1.3	-34
24	CN(CCC1CCOCC1)C(=O)c1cc(COc2c(F)cccc2F)on1	-10	-11	0	-14	0.5	-28

nr	SRC3 inh	MC4R antagonist	NOD2-RIPK2 inh	LMP1 NFkB inh	SRC2 inh
13	-17	8	-4	16	7
14	5	5	0	3	9
15	19	-6	-2	-6	16
16	-72	-1	-11	-13	-59
17	24	-1	-12	-6	17
18	3	-2	-10	-2	5
19	-11	-1	-14	9	12
20	-99	20	-10	-24	-47
21	13	10	-1	-4	-10
22	13	0	1	1	-39
23	3	3	-13	-1	3
24	-44	10	-3	-5	-2

Additional records follow:
nr	structure	TLR9-MyD88 inh	COUP-TFII inh	ABHD5-PLIN5 inh	NR5A2 inv ag	MC4R ag barr	NCOA1 inh
25	CCCn1nnnc1NC(=O)CSc1ccc(Cl)cc1	3	9	1	3	-2.7	-15
26	Cc1ccc(S(=O)(=O)N2CCC(C(=O)NCC(C)(C)N3CCOCC3)CC2)c(C)c1	-2	-8	-6	-2	-0.5	-12
27	COc1cc2c(c(OC)c1OC)-c1ccc(SC)c(=O)cc1C(NC(=O)c1ccccc1)CC2 (stereo not given)	-4	-42	10	9	-0.4	-40
28	COc1ccc(N(CC(=O)Nc2cc(Cl)ccc2C)S(=O)(=O)c2c(C)n[nH]c2C)cc1	-2	9	-16	-6	-2.5	0
29	COc1ccc(-c2nn(-c3ccccc3F)cc2CNCCn2nc(C)cc2C)cc1	-10	-2	4	7	-1.8	-19
30	Cc1cc(NC2=CC(=O)C(=O)c3ccccc32)no1	-9	1	-51	-24	-0.9	-26
31	CC(=O)c1ccc(C(=O)NC2CC(C)(C)Cc3c2cnn3-c2ccccc2)cc1 (stereo not given)	-11	-2	-7	-12	-2.3	-5
32	COc1ccc(OC)c(NC(=O)c2cc3sccc3n2C)c1	0	5	-3	4	0.1	4
33	COc1ccc(C(=O)Nc2ccc(OCC(F)(F)C(F)F)c(C(F)(F)F)c2)cc1OC	-10	0	-11	17	4.7	4
34	CSc1nnc(C)c(/C=C/Nc2ccc(F)cc2)n1	9	4	-1	21	-2.0	-9
35	O=C(c1cccc(NC2=NC3CS(=O)(=O)CC3S2)c1)N1CCN(c2cccc(Cl)c2)CC1 (stereo not given)	11	-6	5	-13	0.7	5
36	CCOC(=O)c1ccc2ncc(C(=O)OCC)c(NCc3ccco3)c2c1	-1	-2	9	8	1.4	-10

nr	SRC3 inh	MC4R antagonist	NOD2-RIPK2 inh	LMP1 NFkB inh	SRC2 inh
25	9	3	-10	0	8
26	11	2	-3	-4	-29
27	16	-14	-1	-8	22
28	-16	10	-3	-12	21
29	0	-6	4	16	-31
30	-61	-3	-14	-10	-21
31	-1	5	-9	-40	6
32	-28	4	-8	1	-9
33	5	-7	-1	-29	-10
34	8	2	-3	12	2
35	13	18	-2	4	-23
36	-28	23	5	-8	9

Continuation:
nr	structure	TLR9-MyD88 inh	COUP-TFII inh	ABHD5-PLIN5 inh	NR5A2 inv ag	MC4R ag barr	NCOA1 inh
37	Cc1ccc2nc(-c3ccc(N4C(=N)SC5CS(=O)(=O)CC54)cc3)sc2c1 (stereo not given)	-6	-40	11	-62	0.3	-62
38	Cc1cc(C)cc(NS(=O)(=O)c2ccc3[nH]cc(C(=O)N4CCc5ccccc54)c(=O)c3c2)c1	-6	5	0	1	1.1	-26
39	COC(=O)C1=CN(c2ccc3c(c2)OCO3)C(N)=C(C#N)C1c1ccc(-c2ccccc2)cc1 (stereo not given)	.	-1	6	-37	.	.
40	O=c1[nH]c2cc(Cl)ccc2c(O)c1-c1cccc(Oc2ccccc2)c1	4	5	0	17	-0.8	7
41	CCc1nnc(NS(=O)(=O)c2ccc(N=Cc3c(C)[nH]n(-c4ccc(C)c(C)c4)c3=O)cc2)s1	-2	-4	-7	-29	-2.2	-23

nr	SRC3 inh	MC4R antagonist	NOD2-RIPK2 inh	LMP1 NFkB inh	SRC2 inh
37	-55	8	5	-18	-30
38	13	16	-11	-5	11
39	.	.	-18	.	16
40	9	1	-15	-3	-4
41	-18	22	3	3	15

From PubChem BioAssay

A portion of the library. The share of hits here may be higher or lower than overall.
